Assay outcomes as filed in PubChem BioAssay.
Pf Dd2 growth – qHTS Primary assay for Inhibitors of Plasmodium falciparum Dd2 growth in vitro; P. falciparum Dd2 growth, SYBR Green, 72 h; Potency, µM (series often up to 28.9 µM), inactives show at the top dose activity, negative = inhibition, usual class: inhibitors; AID 1347417, 2020; actives 4.3% (n = 120,000); active = well fitted inhibition curve with a large enough effect; inconclusive = small, poorly fitted or top-dose-only effect; inactive = no such curve, though single readings can be large or run the other way;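 also: plate controls were DMSO vehicle for no effect and reference drug for full effect; nearly all actives have a fitted effect of over 65% in size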
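Infected erythrocytes (Dd2, 0.3% parasitemia, 2.5% hematocrit final) are added to compound in RPMI-1640/Albumax II medium, grown 72 h at 37C in low oxygen, then lysed with saponin/Triton-X containing SYBR Green and read by fluorescence.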
Active calls of the source: *; i = inactive; u = inconclusive; [ ] = remark or other dose. Potency is read from the fitted curve at half-maximal effect.

A first look:
Structure	Pf Dd2 growth
O=C(O)C[C@@H]1CCN(C(=O)NC2CCCCC2)C[C@@H]1CCN1CCC(C(=O)O)CC1	19.0%[44.1 µM]
CCNC(=O)N1[C@H]2CC[C@@H]1c1cnc(-c3ccc(F)cc3)nc1C2	-26.4%
Cc1noc([C@@H]2CN(Cc3ccccc3OC(C)C)C[C@H]2CO)n1	u
O=C(Nc1ccc(Br)cc1F)c1cc(S(=O)(=O)NC2CCCC2)ccc1F	u
O=C(CCn1cnnn1)N1CCc2nn(Cc3ccccc3)c(=O)n2CC1	34.8%[activator]
COc1ccc(Nc2cc3c(nc2OC)nc(CCc2ccccc2)n3C)cn1	u

The listing, from the start:
Structure	Pf Dd2 growth
O=C(O)C[C@@H]1CCN(C(=O)NC2CCCCC2)C[C@@H]1CCN1CCC(C(=O)O)CC1	19.0%[44.1 µM]
CCNC(=O)N1[C@H]2CC[C@@H]1c1cnc(-c3ccc(F)cc3)nc1C2	-26.4%
Cc1noc([C@@H]2CN(Cc3ccccc3OC(C)C)C[C@H]2CO)n1	u
O=C(Nc1ccc(Br)cc1F)c1cc(S(=O)(=O)NC2CCCC2)ccc1F	u
O=C(CCn1cnnn1)N1CCc2nn(Cc3ccccc3)c(=O)n2CC1	34.8%[activator]
COc1ccc(Nc2cc3c(nc2OC)nc(CCc2ccccc2)n3C)cn1	u
O=C(NC1C[C@H]2CC[C@@H](C1)N2S(=O)(=O)c1ccc(Cl)s1)c1ccncc1 (stereo partly specified)	0.8%
Cc1ccc2oc(=O)n(Cc3ccccc3Cl)c2c1	28.4%
CCOc1ccccc1CNC(=O)C1c2ccccc2CC(=O)N1CC (stereo unspecified)	-27.6%
COc1cccc(CNC(=O)C2CCCN(S(=O)(=O)c3cn(C)cn3)C2)c1 (stereo unspecified)	94.2%[activator]
O=C(c1ccccn1)N1C[C@@H]2C[C@H](C1)c1ccc(NS(=O)(=O)c3cccc(F)c3)c(=O)n1C2	i
Cc1cc(C)cc(C(=O)N2CCN(C3CCN(CCc4ccccc4)C3=O)CC2)c1 (stereo unspecified)	i
FC(F)(F)CN1C2CCC1CN(c1nc(Cl)nc3nc[nH]c13)C2	10.9%
O=C(Nc1ccccc1)N[C@H]1[C@H](O)[C@@H](N2CCN(c3ccccc3)CC2)[C@@H]2OC[C@H]1O2	i
COc1cccc(N2CC3(COCCN(C(=O)c4ccc(OC)c(OC)c4)C3)C2)c1	i
C=C[C@H]1CN2CC[C@H]1C[C@@H]2CNC(=O)c1cc(OC)c(OC)c(OC)c1	i
CCOc1ccccc1-c1nc(C(N)=O)c2c(n1)n(-c1ccc3c(c1)OCO3)c(=O)n2C	27.7%
CCCCc1cc(C[C@H]2CNCC[C@H]2CC(=O)NC2CCCCC2)no1	u
CCC[C@H]1CN(CC(=O)NCCc2ccc(F)cc2)C[C@@H]1NC(C)=O	u
Cc1ccc(C)c(NC(=O)Cn2c(N3CCCCC3)nc(C)c(C)c2=O)c1	14.4%
CC(=O)c1cccc(NC(=O)CN(c2cc(C)cc(C)c2)S(=O)(=O)c2c(C)noc2C)c1	-27.9%
CC(C)C[C@@H](NC(=O)C1=C[C@@H](NC(=O)Nc2cccc(F)c2)[C@@H](O)[C@H](O)C1)C(N)=O	29.6%[44.1 µM]
O=C(c1n[nH]c2ccccc12)N1CCC(OCCOc2ccccc2)CC1	i
Cc1ccc(CNc2ccc(-c3nc(-c4ccncc4)no3)cc2[N+](=O)[O-])cc1	-8.6%
Cc1ccc2occ(CC(=O)N(Cc3ccccc3Cl)C3CCS(=O)(=O)C3)c2c1 (stereo unspecified)	-19.8%
COc1ccc(-c2nnc3n2CCN(C(=O)N(C)C)C3)cc1	15.2%[44.1 µM]
Cc1ccc(NC(=O)Cn2c(=O)n(-c3ccc(Cl)c(Cl)c3)c(=O)c3c(C)c(C)sc32)c(C)c1	60.5%[activator]
Cc1ccc(NS(=O)(=O)c2cc(Br)cc3c2N(C(=O)C2CC2)CC3)cc1C	-24.1%
O=C1Nc2ccccc2CC12CN(CC1CCCC1)C2	u
CCOC(=O)C1CCN(C(=O)Cn2nc(C)n3c(cc4c(OC)cccc43)c2=O)CC1	-17.5%

3 structures out of the list, arranged by formula weight, smallest number first.
Structure	Pf Dd2 growth
COc1ccc(-c2nnc3n2CCN(C(=O)N(C)C)C3)cc1	15.2%[44.1 µM]
O=C(NC1C[C@H]2CC[C@@H](C1)N2S(=O)(=O)c1ccc(Cl)s1)c1ccncc1 (stereo partly specified)	0.8%
CC(C)C[C@@H](NC(=O)C1=C[C@@H](NC(=O)Nc2cccc(F)c2)[C@@H](O)[C@H](O)C1)C(N)=O	29.6%[44.1 µM]

Later entries
Structure	Pf Dd2 growth
Cc1ccc(Cn2c(-c3cccc(Cl)c3)nc(C)c(CCO)c2=O)cc1	u
COc1ccc(-c2cccc(COc3ccc4c(cnn4CC[S+](C)(=O)[O-])c3)c2)cc1	i
O=C1NCc2ccccc2CC12CCN(Cc1ccsc1)CC2	-26.6%
Cc1noc(C)c1CC(=O)N1CCC(CCOc2ccccc2F)C1 (stereo unspecified)	-15.0%
O=C(Cn1c(=O)oc2ccccc21)N1[C@H]2CC[C@@H]1c1cnc(-c3ccc(F)cc3)nc1C2	-23.5%
CNC(=O)c1cc2cccnn2n1	4.7%[44.1 µM]
O=C(Cc1cccc(F)c1)N1CCCCCC1c1nnc(-c2ccccc2)o1 (stereo unspecified)	u
COc1ccc(-c2cc(N3CCCN(C(=O)c4ccsc4)CC3)n[nH]2)cc1	i
CCNC(=O)CCc1c(C)nn(-c2ccc(F)cc2)c1Oc1ccccc1C	i
Cc1ccc(CN2C(=O)OC(c3cccc(NC(=O)c4cccs4)c3)C2C(=O)NC2CC2)cc1 (stereo unspecified)	-17.5%
CCn1c(C2CCCN(CC(C)(C)CN3CCOCC3)C2)nn(C)c1=O (stereo unspecified)	-8.9%
Cc1ccccc1CN1CCC2(CC1)OC(=O)N(Cc1ccc(O)cc1)C2(C)c1ccccc1 (stereo unspecified)	u
Cc1cc(=O)[nH]c2nnc(SCCC(C)C)n12	15.6%
O=C(NC1CC(=O)N(Cc2ccccc2C(F)(F)F)C1)C1CCOCC1 (stereo unspecified)	12.7%
Cc1noc(C)c1S(=O)(=O)N1C[C@@H](C(N)=O)[C@H](C2CCN(C)CC2)C1	18.5%
CCCN(C(=O)c1c(C)oc2ncn(CC(C)C)c(=O)c12)c1ccccc1C	26.3%
CCCc1nc(NCc2c(F)ccc(OC)c2F)c2cnn(C)c2n1	-17.0%
COc1ccccc1CN1CCc2nc(C(=O)NCc3cccc(F)c3)oc2CC1	u
CC(C)N1C(=O)C2(CCCC2)C1C(=O)N(C)Cc1cccnc1 (stereo unspecified)	-4.2%
O=C(CN1C(=O)c2cccnc2Oc2ccc(Cl)cc21)Nc1cccc(C(F)(F)F)c1	-16.6%
COc1cc(NC(=O)CCC2CCN(C(=O)c3ccccc3F)CC2)cc(OC)c1	-17.2%
O=C(NC[C@H]1O[C@@H](CO)[C@@H](O)[C@H]1N1CCc2ccccc2C1)c1ccco1	-10.5%[44.1 µM]
Cc1cc(CN2CC3(C2)C(=O)Nc2ccccc23)no1	-1.0%[44.1 µM]
COc1cc(=O)n2c(c1C(=O)NCc1ccccc1C(F)(F)F)CCCC2	19.4%
CCOC(=O)c1ccc(NC(=O)c2nc(SCc3ccc(F)cc3)ncc2Cl)cc1	-12.3%
c1ccc(C2=NOC3(CCCN(Cc4cccc5ccccc45)C3)C2)nc1 (stereo unspecified)	i
CN(C(=O)CSc1nc2ccccc2n1CC(=O)N(C)C1CCCCC1)c1ccc(F)cc1	-5.9%
O=C(CCC1CCCC1)N1CCC2(CC1)CC(N(Cc1ccccc1)C1CC1)CCO2 (stereo unspecified)	12.6µM*
Cc1ccc(CC(=O)N[C@@H]2CN(c3ccncn3)C[C@H]2CO)cc1	20.7%
Cc1noc(-c2cn(C3CCCN(C(=O)c4cccc(Cl)c4)C3)nn2)n1 (stereo unspecified)	17.7%
CC(C)OCCCNc1nc2c(S(=O)(=O)c3ccc(C(C)C)cc3)nnn2c2ccccc12	-4.1%
CC(C)(N)C(=O)N1CCCC(N2CCN(Cc3ccc4c(c3)OCO4)CC2)C1 (stereo unspecified)	u
Cc1ccc(CNC(=O)Nc2cc(C(=O)NCc3ccc(C(C)C)cc3)ccc2N2CCCC2)cc1	23.6%
COc1ccc(-n2ccnc(NCc3ccccc3Cl)c2=O)cc1OC	22.0%
Cc1ccc(-c2cc(C(=O)Oc3ccccc3)c3cccc(C)c3n2)cc1	-10.3%
O=S(=O)(NC[C@H]1O[C@H](Cc2cc(CN3CCOCC3)on2)CC[C@@H]1O)c1ccccc1	12.6%
O=C(O)c1ccc(-c2ccc(OC(F)(F)F)cc2)cc1	7.3%[44.1 µM]
CC(C)NC(=O)C1CCN(c2nc3ccccc3nc2C(F)(F)F)CC1	u
CCOC(=O)c1ccc(NC(=O)CCCc2nc(-c3ccccc3Cl)no2)cc1	u
CC(C)N1C[C@H](O)C[C@H]1c1nnc2n1CCN(C(=O)CCC1CCCC1)C2	-14.4%
COCc1nc(-c2ccc(OC3CN(C(=O)Nc4cccc(C)c4)C3)cc2)no1	i
Cc1ccc(-n2nc(C)c3c(C)cc(=O)n(CC(=O)Nc4ccc(C(C)C)cc4)c32)cc1	16.2%
CC(C)CCN1CCC2(CC1)CC(=O)c1ccc(Cl)cc1O2	u
COc1ccc(N2CCN(C(=O)c3cn(C)c4ccc(S(=O)(=O)N5CCOCC5)cc4c3=O)CC2)cc1	i
CCCCSCCCNC(=O)C1CCN(Cc2nc(-c3ccc(CC)cc3)oc2C)CC1	u
C(=C\c1ccccc1)/CN1CCN(c2nccc(-c3cccnc3)n2)CC1	i
Cc1ccc(C2NC(=O)N(CC(=O)NCCCc3ccccc3)C3=C2C(=O)OC3)cc1 (stereo unspecified)	i
CCOc1cc2[nH]c(=O)n(CCCCCC(=O)NC(C)CC)c(=O)c2cc1OCC (stereo unspecified)	u
O=C(COc1ccccc1)N1[C@H]2CC[C@@H]1c1cnc(-c3ccc(F)cc3)nc1C2	u
CC(=O)N1C[C@@H]2CCCN3CCC[C@@H]([C@H]23)[C@H]1CCCC(=O)NCCC1CCN(C(C)C)CC1	i
CC(=O)OC1=CN(Cc2ccccc2)S(=O)(=O)c2ccccc21	-3.9%
Cc1nc(C)c(CC(=O)N2CCOC(C(F)(F)F)C2)c(=O)[nH]1 (stereo unspecified)	1.6%
O=C(Nc1ccc(NC(=O)c2cc3ccccc3o2)cc1)c1ccccc1	-24.1%
Cc1oc2ccc(O)c(CN(C)Cc3ccccc3)c2c1C(=O)Nc1cccc(Cl)c1C	3.16µM*
COc1cccc(Cn2c(CNC(=O)C(C)C)nc3cccnc32)c1	-10.1%
CN(Cc1ccc(CN2CCCC(O)(CO)C2)o1)S(C)(=O)=O (stereo unspecified)	25.6%
COCCN1CCC(N2CCN(C(=O)c3cc(C)ccc3C)CC2)C1=O (stereo unspecified)	-8.8%
COc1ccc(CCC(=O)NC2CCc3nnc(C)n3CC2)cc1OC (stereo unspecified)	24.9%
COc1ccc(-c2nc(C3CC3)nc3c2CCN(Cc2ccccc2)CC3)cc1	5.01µM*
Cc1c(Cl)cccc1NC(=O)CSc1nc(=O)[nH]c2c1CCCC2	14.9%

Going on with the list:
SMILES,Pf Dd2 growth
COc1ccc(C2Cn3nnc(C(=O)NCc4ccc(SC)cc4)c3CO2)cc1 (stereo unspecified),2.0%
O=C(NCCc1cccs1)C1CN(S(=O)(=O)C2CC2)CC12CCCCC2 (stereo unspecified),-14.7%
COc1cccc(NC(=O)N2CCN(C(=O)c3cccnc3)[C@@H](C(=O)N[C@H]3CCCNC3=O)C2)c1,23.3%
COCCn1c(Cn2cnc(C(C)(C)C)c2)nnc1C1CC(N)C1 (stereo unspecified),-6.5%
COCCC1(NC(=O)C2CC2)CCN(S(=O)(=O)c2ccccc2)CC1,-19.1%
COc1c(C)cc(C(C(=O)O)N2CCC(CN3CCCC3=O)CC2)cc1C (stereo unspecified),15.7%
c1ccc(-c2nnc(CN3CCN(c4cnccn4)CC3)o2)cc1,-2.4%
O=C(Cn1ccc2cc(S(=O)(=O)N3CCCCCC3)ccc21)NCc1ccccc1Cl,-1.5%
CCOc1ccccc1C1NC(=O)N(CC(=O)NC2CCCC2)C2=C1C(=O)OC2 (stereo unspecified),i
CCc1noc(C)c1C(=O)N1CC[C@@H](NC(=O)c2ccccn2)[C@H](O)C1,4.7%
Cc1nnc(NC(=O)NC2CCN(Cc3ccccc3)CC2)s1,-16.2%
CC(C)NC(=O)NC[C@H]1O[C@@H](CC(=O)N2CCN(c3ccc(F)cc3)CC2)[C@H](O)[C@@H]1O,-7.9%
CN1CCN(C2CCN(CCc3ccccc3)C2=O)CC1 (stereo unspecified),i
c1ccc(O[C@H]2COCCN(Cc3ccc(-c4ccccc4)cc3)C2)cc1,u
Cc1nc(CCNc2cc(C3CC(O)C3)ncn2)sc1C (stereo unspecified),-3.6%
Cc1cc(C(=O)N2CCC(F)CC2)c2c(C3CCCN3)noc2n1 (stereo unspecified),10.6%
Cc1ccc(-c2ncc(C(=O)NCCN(C)C3CCCCC3)c(-c3ccncc3)n2)cc1,u
CCC1CN(C(=O)c2ccc(C#CC(C)(C)O)o2)CCN1C(C)C (stereo unspecified),-17.7%
O=C1COc2cc(C(=O)NC3CC(c4nnc(CO)n4C4CC4)C3)ccc2N1 (stereo unspecified),6.31µM*
COc1ccc2[nH]c3c(c2c1)CCNC31CCN(C(=O)Cn2c(=O)oc3ccccc32)CC1,u
COCCN1CC2(CCC1=O)CCN(C(=O)C(C)SC)CC2 (stereo unspecified),-3.0%
Cc1ccc(NC(=O)Nc2c(C)n(C)n(-c3ccccc3)c2=O)c(Cl)c1,42.7%[activator]

Only part of the results is shown. The share of hits here may be higher or lower than overall.
